GPR151 ag: activators of human GPR151, primary screen, cell-based, PathHunter beta-arrestin, luminescence. G-protein coupled receptor 151 (Homo sapiens), Q8TDV0. PathHunter beta-arrestin GPR151 cells. activation, % at 11.2 µM. hit rate 1% among 650,000. AID 1508602, 2020; in the data active = activation above about 4.9%;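 also: 0% = median of compound wells and 100% = cells with positive control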
Target sequence (Q8TDV0 whole entry, looked up): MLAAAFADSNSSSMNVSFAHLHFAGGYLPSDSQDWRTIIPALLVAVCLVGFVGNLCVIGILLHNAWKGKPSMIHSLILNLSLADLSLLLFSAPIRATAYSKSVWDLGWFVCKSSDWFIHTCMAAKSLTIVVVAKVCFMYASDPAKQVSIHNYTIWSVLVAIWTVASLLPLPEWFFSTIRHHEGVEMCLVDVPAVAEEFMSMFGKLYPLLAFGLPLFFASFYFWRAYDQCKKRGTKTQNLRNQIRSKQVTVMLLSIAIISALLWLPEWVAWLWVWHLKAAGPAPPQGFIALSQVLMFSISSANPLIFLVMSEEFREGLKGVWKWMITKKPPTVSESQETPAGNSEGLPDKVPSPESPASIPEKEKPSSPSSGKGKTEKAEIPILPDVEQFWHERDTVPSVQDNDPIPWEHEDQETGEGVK
FBW7 act: FBW7 E3 ligase activators, primary screen, biochemical, AlphaScreen, human; F-box/WD repeat-containing protein 7 (Homo sapiens), Q969H0; AlphaScreen FBW7–phospho-cyclin E peptide binding, activator screen; normalized activity (activation), % at 26.1 µM; hit rate 0.13% among 650,000; in the data active = normalized activity above about 1.9%;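 also: purified mutant Fbw7 with reduced substrate affinity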
MITF primary: MITF inhibitors, primary screen, biochemical, AlphaScreen, human. Microphthalmia-associated transcription factor (Homo sapiens), O75030. AlphaScreen MITF homodimerization, bead proximity signal. inhibition, % at 2.6 µM. hit rate 0.91% among 650,000; in the data active = inhibition above about 50%;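 also: 0% = vehicle wells with protein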
Target sequence (O75030 whole entry, looked up): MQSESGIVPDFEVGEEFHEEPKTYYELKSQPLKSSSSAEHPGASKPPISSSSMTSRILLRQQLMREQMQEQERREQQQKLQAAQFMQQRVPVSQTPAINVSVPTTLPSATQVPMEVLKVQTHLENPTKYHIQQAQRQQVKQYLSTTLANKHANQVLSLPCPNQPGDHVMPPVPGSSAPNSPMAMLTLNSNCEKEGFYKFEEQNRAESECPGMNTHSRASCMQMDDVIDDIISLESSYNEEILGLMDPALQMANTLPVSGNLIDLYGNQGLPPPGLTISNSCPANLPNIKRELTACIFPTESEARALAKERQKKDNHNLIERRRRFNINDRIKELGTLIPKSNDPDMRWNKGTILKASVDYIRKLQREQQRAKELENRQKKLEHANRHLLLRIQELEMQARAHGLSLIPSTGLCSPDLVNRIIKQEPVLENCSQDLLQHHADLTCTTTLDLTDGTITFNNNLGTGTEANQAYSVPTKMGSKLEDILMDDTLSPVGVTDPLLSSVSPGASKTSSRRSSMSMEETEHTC
TEAD-YAP inh: TEAD-YAP interaction inhibition, primary screen, TEAD-YAP interaction inhibitor project, luminescence, HEK-TIYL cells | TEAD-Gal4/YAP UAS-luciferase luminescence | inhibition, % at 9.12 µM | hit rate 1.4% among 640,000; in the data active = inhibition above about 32%;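 also: 0% = median of test compound wells and 100% = reference inhibitor wells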
An asterisk follows results filed as active; . = no result given; & = joins results of further samples.

SMILES | GPR151 ag | FBW7 act | MITF primary | TEAD-YAP inh
CC(=O)c1ccc(OCC(O)CN2CCN(CCO)CC2)cc1 (stereo not drawn) | -1.1 | 0.0 | -11.1 | 7.1
O=S(=O)(Nc1nccnc1-c1cccs1)c1ccccc1 | 0.9 | -0.5 | -9.2 | 3.2
CN(C)c1ccc(CNC2CCCC2)cc1 | 0.7 | -0.2 | 5.8 | 11.6
Cc1ccccc1CNC(=O)c1ccc(Br)cc1 | -0.5 | 0.3 | 5.3 | 1.8
Cc1ccc(NC(=O)Cn2cccc2)c(Br)c1 | -0.3 | -0.1 | 16.8 | 0.5
COc1ccc(CNCC#N)cc1OC | 2.2 | 0.1 | 1.4 | 1.0
CC1(C)NC(=O)N(CCOc2ccc(Br)cc2)C1=O | -1.8 | 0.1 | 12.0 | -9.6
COc1ccc(-c2nc3c(c4c2C[C@H](c2ccccc2)OC4)CN(C(=O)N[C@@H](C)C(=O)OC(C)C)CC3)c(C)c1 | 6.2* | 0.1 | -12.2 | .
CCCNC(=O)COC(=O)c1ccc(N2CCCC2=O)cc1 | 0.5 | 0.3 | 10.7 | 11.1
CCOC(=O)c1nn(-c2cc(C(=O)OC)cc(C(=O)OC)c2)cc1O | 0.2 | 0.1 | -12.6 | 2.0
CCN(CC)CCCNC(=O)CNC(=O)c1nn(-c2ccc(OC)c(Cl)c2)c(=O)c2ccccc12 | 0.0 | 0.0 | -5.2 | 1.9
Cc1cc2nc(-c3ccc(C)c(N)c3)oc2cc1C | -6.4 | -0.2 | 2.2 | 35.7*
CN(C(=O)C(Cl)=C(Cl)Cl)c1ccccc1 | 0.7 | 0.2 | 10.8 | -6.5
c1csc(-c2nc3c4c5c(sc4ncn3n2)CCCCC5)c1 | 0.4 | -0.1 | 9.0 | 12.1
CN(CCC1CCCCO1)Cc1c(C(=O)N2CCCCC2)nc2sccn12 (stereo not drawn) | -0.2 | 0.2 | 8.9 | -5.1
O=C(NC(Cc1ccc(OC(F)F)cc1)C(=O)O)OCc1ccccc1 (stereo not drawn) | 0.3 | -0.1 | 4.0 | -9.2
O=C(CCCN1C(=O)S/C(=C\C=C\c2ccccc2)C1=O)Nc1cccc(O)c1 | 0.3 | -0.3 | -10.4 | -66.3
CCOC(=O)C1CCCN(C(=O)C2(NC(=O)Nc3ccc(F)cc3F)CCCCC2)C1 (stereo not drawn) | -0.4 | -0.1 | 3.8 | -7.8
CCCN=C(CC)C1=C(O)C(C(=O)OC)C(C)(C)CC1=O (stereo not drawn) | 0.3 | -0.3 | 13.7 | 7.0
Cc1ccc(-c2n[nH]c3c2C(c2ccc4c(c2)OCO4)N(c2ccc(F)cc2)C3=O)cc1 (stereo not drawn) | 2.6 | 0.1 | -6.0 | -1.7
COc1cccc(-c2nc(Cn3c(=O)n(C(C)C)c(=O)c4ccccc43)c(C)o2)c1OC | 1.2 | -0.1 | -2.2 | -3.8
CCOc1ccc(NC(C)C(=O)N/N=C/c2ccccc2F)cc1 (stereo not drawn) | -0.8 | -0.1 | 21.5 | 11.5
Cc1cc(C)nc(NC(=O)/C=C/c2ccccc2Cl)n1 | -0.5 | -0.1 | 5.8 | -35.8
CC1=NC(C)(C)Cc2cc3c(cc21)OCCO3 | 0.3 | 0.0 | -1.8 | -5.4
O=C(CC1CCCCC1)N1CCC[C@@H]1Cn1nc(-c2ccc3c(c2)OCO3)ccc1=O | -0.1 | 0.0 | -18.1 | -3.2

Further results:
SMILES | GPR151 ag | FBW7 act | MITF primary | TEAD-YAP inh
COc1cccc(CNC(=O)CCC2CCCN(C(=O)c3cscn3)C2)c1 (stereo not drawn) | 0.7 | 0.1 | -2.8 | -8.4
CC(C(=O)Nc1ccc(S(=O)(=O)N2CCCCC2)cc1)N(c1ccccc1)S(C)(=O)=O (stereo not drawn) | 1.0 | 0.3 | 5.5 | -43.0
O=C(Nc1ccc(Br)cc1)C(=O)Nc1cccc2ccccc12 | -0.5 | 0.1 | -3.6 | -0.8
C#CCn1c(=NC(=O)CSCC(=O)N2CCOCC2)sc2cc(Cl)ccc21 | -1.0 | 0.5 | 12.7 | -5.6
CCCCNC(=O)C1CCCN(Cc2ccncc2)C1 (stereo not drawn) | 0.0 | 0.0 | -6.8 | -6.7
COc1ccc(S(=O)(=O)NCCc2csc3nc(-c4cccc(C)c4)nn23)cc1 | 0.2 | -0.1 | 1.1 | 2.5
Cc1cc([N+](=O)[O-])c(N2CCCC2)cc1NC(=S)NC(=O)c1ccccc1Br | 0.7 | 0.1 | 12.8 | -0.3
COc1cccc(CN2CCC(C(=O)N3CCc4ccccc4C3)CC2)c1O | 1.1 | 0.7 | 50.7* | 1.0
COc1ccc(Cl)cc1S(=O)(=O)N1CCN(c2ccc(C)cc2)CC1 | -0.9 | 0.1 | 1.8 | 1.2
Cc1ccc(C(=O)Nc2ccc(C(=O)Nc3ccc(Cl)cc3C)cc2)cc1 | 1.9 | 0.0 | 6.9 | -18.6
CCn1c(N/N=C/c2ccc(O)cc2O)nc2c1c(=O)[nH]c(=O)n2C | 0.5 | -0.1 | 40.6 | -1.8
CCOC(=O)c1c(NC(=O)COc2ccccc2C)sc2c1CCCCC2 | -0.5 | 0.7 | 22.8 | 6.9
O=C(Nc1ccccc1C(F)(F)F)c1ccc(F)c(S(=O)(=O)N2CCc3ccccc32)c1 | -1.8 | 0.0 | -6.6 | 1.6
Cc1cc(I)cc(C)c1NC(=O)C(Cc1c[nH]c2ccccc12)NC(=O)C(c1ccccc1)c1ccccc1 (stereo not drawn) | -0.5 | 0.2 | 15.4 | -0.4
CCCCN=Cc1c(O)n(-c2ccc(Br)cc2)c(=O)[nH]c1=O | 0.3 | -0.2 | -6.1 | 5.1
O=C(Nc1ccc(C(=O)N2CCOCC2)cc1)c1ccc(=O)[nH]c1 | 1.2 | -0.1 | 3.0 | -4.1
COCC(=O)Oc1c(Sc2ccccc2[N+](=O)[O-])c(C)nn1C(C)(C)C | -0.5 | -0.1 | -7.3 | 27.0
CCOC(=O)C1=C(C)N=c2s/c(=C\c3ccc(-c4ccc([N+](=O)[O-])cc4)o3)c(=O)n2C1c1ccc(OC)cc1 (stereo not drawn) | 1.3 | -0.2 | -1.5 | -11.7
COc1ccc(N(CC(=O)Nc2ccc(C(N)=O)cc2)S(C)(=O)=O)cc1Cl | -0.8 | -0.1 | -5.0 | -4.8
COc1ccc(NC(=O)C2C3C=CC4(O3)C2C(=O)N(CCN2CCCCC2C)C4C(=O)NC2CCCCC2)cc1 (stereo not drawn) | 0.1 | -0.1 | 4.4 | -4.6
CC(C)c1nc2cccnc2n1C1CCN(S(=O)(=O)c2ccc(F)c(Cl)c2)CC1 | -1.1 | -0.1 | -11.6 | 2.4
CSc1ccccc1NC(=O)c1cc(C)no1 | 0.6 | 0.2 | -2.3 | -1.4
Cc1ccc2nc(NS(=O)(=O)c3ccc(Cl)cc3)c(Nc3ccc4c(c3)n(C)c(=O)n4C)nc2c1 | 0.3 | -0.2 | -7.2 | -4.3
Cn1c(=O)c2c(nc3n(-c4ccccc4)c(-c4ccccc4)cn23)n(C)c1=O | 0.3 | 0.0 | -4.4 | 3.1
CCNC(=S)N1CCN(CCNC2=CC(=O)CC(C)(C)C2)CC1 | -1.2&0.1 | 0.2&0.1 | 12.6&14.9 | -2.5&-7.9

Quoted at random: six compounds from above
SMILES | GPR151 ag | FBW7 act | MITF primary | TEAD-YAP inh
COc1cccc(CN2CCC(C(=O)N3CCc4ccccc4C3)CC2)c1O | 1.1 | 0.7 | 50.7* | 1.0
C#CCn1c(=NC(=O)CSCC(=O)N2CCOCC2)sc2cc(Cl)ccc21 | -1.0 | 0.5 | 12.7 | -5.6
Cc1ccccc1CNC(=O)c1ccc(Br)cc1 | -0.5 | 0.3 | 5.3 | 1.8
COc1ccc(NC(=O)C2C3C=CC4(O3)C2C(=O)N(CCN2CCCCC2C)C4C(=O)NC2CCCCC2)cc1 (stereo not drawn) | 0.1 | -0.1 | 4.4 | -4.6
COc1ccc(S(=O)(=O)NCCc2csc3nc(-c4cccc(C)c4)nn23)cc1 | 0.2 | -0.1 | 1.1 | 2.5
Cc1cc2nc(-c3ccc(C)c(N)c3)oc2cc1C | -6.4 | -0.2 | 2.2 | 35.7*

Further compounds:
SMILES | GPR151 ag | FBW7 act | MITF primary | TEAD-YAP inh
COc1ccc(N2CCN(C(CC(C)C)c3nnnn3C(C)(C)C)CC2)cc1 (stereo not drawn) | 0.8 | 0.1 | -2.7 | -7.4
O=C(NCCc1nnc2n1CCN(Cc1cc3ccccc3o1)CC2)c1ccoc1 | -1.5 | -0.1 | 1.4 | -11.4
O=C(NCC1(c2ccc(F)cc2)CC1)c1ccccn1 | -0.4 | 0.3 | 14.6 | -1.7
COc1ccc(-n2c(=S)[nH]c3cc(C(=O)NC4CCCC(C)C4C)ccc3c2=O)cc1OC (stereo not drawn) | 1.9 | 0.0 | 11.5 | 1.5
Cn1c(=O)oc2cc(S(=O)(=O)NCCC(=O)NC3CCCC3)ccc21 | -1.4 | 0.0 | 3.5 | -6.9
CCOC(=O)Nc1ccc([N+](=O)[O-])cc1OC | -0.1 | -0.1 | -6.2 | -13.5
O=C(NCCn1nnn(-c2ccccc2)c1=O)c1ccccn1 | 0.3 | 0.3 | -7.0 | 8.9
COc1cc(Nc2cc(-c3nocc3-c3cnn(C)c3)ccn2)ccc1N1CCOCC1 | 0.8 | -0.2 | 3.9 | 15.0
Cc1cc(C)n2nc(C(=O)OCC(=O)Nc3ccc(Br)cc3)nc2n1 | -0.5 | 0.4 | 13.6 | 10.9
O=C(Cn1nnc(-c2ccccc2Cl)n1)Nc1ccccc1C(F)(F)F | 1.7 | -0.1 | -10.6 | -6.9
CCCN(CCC)C(=O)c1c(NC(=O)c2cccs2)sc2c1CCCCC2 | -0.7 | 0.1 | 6.5 | 5.6
C=CCNC(=O)C1CC=CCC1C(=O)Nc1ccccc1 (stereo not drawn) | 0.7 | -0.1 | -2.9 | -8.6
O=C1OC(c2cccc3ccccc23)=N/C1=C\c1cccc(OCc2ccccc2)c1 | -1.3 | -0.2 | 1.2 | 4.2
FC(F)(F)c1ccc(Cn2cnc3c(NCc4nc5ccccc5[nH]4)nc(N4CCOCC4)nc32)cc1 | 0.4 | 0.2 | 7.8 | 2.9
O=C(CN1C(=O)NC(Cc2ccccc2)(c2ccccc2)C1=O)Nc1ccccc1F (stereo not drawn) | 0.3 | 0.0 | -14.0 | -7.5
CC1CN(C(=O)c2ccc(F)cc2)CCN1C(=O)c1ccc(F)cc1 (stereo not drawn) | 1.6 | 0.0 | -5.4 | -0.7
Cc1cc(NC(=O)c2cc3ccccc3oc2=O)ccc1Br | -0.8 | 0.0 | 6.6 | -10.6
Cc1cc(NC(=O)c2ccc(N3CCCCS3(=O)=O)cc2)ccc1Br | -0.4 | 0.0 | 19.7 | 10.1
Cc1noc(C)c1CCC(=O)N1CCC[C@@H](CNC(=O)c2ccco2)C1 | -0.3 | -0.1 | -9.5 | 2.0
Cc1ccc(F)cc1NC(=O)c1cnccn1 | -1.6 | 0.1 | 11.2 | -0.1
COc1ccc(-c2csc(NC(=O)c3ccccc3C(=O)O)n2)cc1 | 0.7 | 0.0 | 12.8 | 3.1
CCOc1ccc(N2C(=O)CC(NCc3ccccc3Cl)C2=O)cc1 (stereo not drawn) | 2.2 | 0.0 | 16.2 | 5.6
COc1cc(C(=O)NCc2ccc(CC(C)C)nc2SC)cc(OC)c1OC | 0.9 | 0.0 | 0.8 | 5.1
O=C(O)c1ccc2c(c1)C1C=CCC1C(C1CC=CCC1)N2 (stereo not drawn) | 1.5 | 0.2 | 24.9 | -1.9
CC[C@@H]1NC(=O)[C@H]2CN(C(=O)c3cc(Cl)cc(Cl)c3)CCN2C1=O | -0.3 | -0.3 | 7.7 | 0.1

(more compounds)
SMILES | GPR151 ag | FBW7 act | MITF primary | TEAD-YAP inh
Cn1c(=O)c2c(SCCO)nc(-c3ccc(Cl)cc3)nc2n(C)c1=O | 1.8 | 0.0 | -4.9 | 8.3
O=C(CSc1nc2c(sc(=S)n2-c2ccccc2)c(=O)n1Cc1ccco1)NCc1ccccc1 | 0.1 | -0.4 | -10.7 | 2.8
C=CCn1c(-c2cccc(OC)c2OC)n[nH]c1=S | 0.3 | 1.2 | 8.9 | 18.9
Cc1ccccc1Oc1nc2ccccn2c(=O)c1/C=C(\C#N)C(=O)N1CCOCC1 | 0.8 | 0.0 | -2.3 | 24.4
O=C(O)CCC(=O)Nc1ccccc1F | -1.6 | -0.1 | -6.0 | -3.0
CCc1nc2c(sc3nc(N4CCOCC4)c4c(c32)CC(C)(C)OC4)c(=O)o1 | 0.6 | -0.1 | 7.3 | 0.1
CCC1CCCCN1C(=O)[C@H]1C[C@@H](c2ccco2)NS(=O)(=O)N1C (stereo partly drawn) | -0.9 | -0.2 | 17.1 | 8.6
COc1ccc(Cl)cc1Nc1nc(Cl)nc(NCc2ccco2)n1 | 0.0 | -0.1 | -4.7 | -5.3
COc1ccccc1CNC(=O)CCn1c(=O)oc2ccccc21 | 0.5 | -0.1 | -16.2 | 5.1

Whole records as entered above:
CCc1nc2c(sc3nc(N4CCOCC4)c4c(c32)CC(C)(C)OC4)c(=O)o1 in the list: GPR151 ag = 0.6; FBW7 act = -0.1; MITF primary = 7.3; TEAD-YAP inh = 0.1
Cc1ccccc1Oc1nc2ccccn2c(=O)c1/C=C(\C#N)C(=O)N1CCOCC1 in the list: GPR151 ag = 0.8; FBW7 act = 0.0; MITF primary = -2.3; TEAD-YAP inh = 24.4

Rows were taken by chance. Share with any hit: about 3.4%.
